Glioma ERSR ind: qHTS for Inducers of the Endoplasmic Reticulum Stress Response (ERSR) in Human Glioma: qHTS | U87-MG GRP78 promoter luciferase reporter, 16 h | Potency, µM, for the others: top-dose activation, hits mostly activators | 420,000 compounds, 0.02% hits; also: potency is read from the fitted curve at half-maximal effect; series mostly up to about 76 µM; % of control where 0% means no effect; nearly all actives have a fitted effect of over 35% in size
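Stably transfected U87-MG human glioma cells carrying a GRP78-based luminescent sensor were seeded at 1000 cells/well, pin-dosed with compounds and incubated 16 h. Luciferase reagent was then added, and end-point luminescence was read after 10 min at room temperature.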
LDHA block: qHTS assay for inhibitors of human lactate dehydrogenase. purified LDHA, NADH/diaphorase-resazurin fluorescence; active compounds read low. activity change, % (values are at about 110 or 230 µM). 480,000 compounds, 0.15% hits. AID 1347041, 2019; in the data active = activity change below about -30%; inconclusive = mostly about -25% to -30%;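 also: plate controls were DMSO wells for no effect and wells without enzyme for full effect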
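Human LDH5 (2 nM) was incubated with 0.06 mM NADH and 0.2 mM pyruvate for 5 min at room temperature in Tris pH 7.4. Remaining NADH was coupled through diaphorase/resazurin, and resorufin fluorescence was read at 0 and 20 min.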
RGS4 inhibitor: Inhibitors of Regulator of G Protein Signaling (RGS) 4: qHTS. Regulator of G-protein signaling 4 (Homo sapiens), P49798. Transcreener GDP fluorescence polarization, RGS4-accelerated GTP hydrolysis. Potency, µM (series often up to 114 µM), for inactives: at the highest dose activity change, negative = inhibition, usual class: inhibitors. 390,000 compounds, 0.039% hits. AID 504845, 2011; also: potency is read from the fitted curve at half-maximal effect; % is scaled to controls: 0 for no effect and ±100 for the full control effect; nearly all actives have a fitted effect of over 75% in size; some results filed as inactive show a strong effect at the top dose
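MLSMR compounds (23 nl, pin-transferred) preincubated 10 min at room temperature with a 500nM (2x) first reagent, then RGS4 at 900nM (2x) plus Transcreener GDP mix added; fluorescence polarization (620/688 nm) read before and after 90 min at 30 °C.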
Vif-APOBEC3F blk: qHTS for Inhibitors of Vif-A3F Interactions: qHTS | HeLa A3F-eYFP + Vif (tagged APOBEC3F with the HIV-1 protein that degrades it), YFP fluorescence increase | 390,000 compounds, 0.2% hits | AID 602313, 2012 | Potency, µM (titrated, usually from 46.1 µM), inactives show at the highest dose activity, negative = active; also: potency is read from the fitted curve at half-maximal effect; % of control where 0% means no effect; nearly all actives have a fitted effect of over 65% in size
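Fluorescence increase (Ex 488/Em 500-530) after overnight compound treatment at 37 deg C flags inhibition of Vif-driven A3F-eYFP loss in stable HeLa A3F-eYFP/Vif cells seeded overnight beforehand.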
IDH1 R132H inh: qHTS for Inhibitors of mutant isocitrate dehydrogenase 1 (IDH1): qHTS; 390,000 compounds, 0.093% hits; Potency, µM (top dose mostly 76.6 µM), for the others: at the highest dose activity change, negative = inhibition, actives largely listed as inhibitors; IDH1-R132H enzyme, NADPH consumption, diaphorase/resazurin fluorescence; also: potency is read from the fitted curve at half-maximal effect; % is scaled to controls: 0 for no effect and ±100 for the full control effect; nearly all actives have a fitted effect of over 65% in size
Target sequence (O75874 whole entry R132H, stated change not applied): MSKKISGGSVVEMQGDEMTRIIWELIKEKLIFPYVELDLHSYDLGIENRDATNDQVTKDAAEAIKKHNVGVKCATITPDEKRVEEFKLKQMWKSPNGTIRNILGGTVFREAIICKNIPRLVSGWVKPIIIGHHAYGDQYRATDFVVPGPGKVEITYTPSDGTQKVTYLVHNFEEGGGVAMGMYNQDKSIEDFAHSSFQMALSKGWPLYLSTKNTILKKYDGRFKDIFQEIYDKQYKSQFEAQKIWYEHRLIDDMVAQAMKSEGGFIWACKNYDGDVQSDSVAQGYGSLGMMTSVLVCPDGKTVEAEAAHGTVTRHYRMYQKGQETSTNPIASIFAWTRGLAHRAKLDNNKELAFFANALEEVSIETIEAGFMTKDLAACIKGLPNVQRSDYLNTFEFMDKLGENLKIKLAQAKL
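IDH1-R132H (0.5 ug/mL dispensed) in pH 7.5 Tris buffer was preincubated 30 min with compound, then given a substrate mix of 0.016 mM NADPH and 2 mM alpha-KG for 80 min at room temperature; remaining NADPH was read by diaphorase/resazurin fluorescence.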
Vif-APOBEC3G blk: qHTS for Inhibitors of Vif-A3G Interactions: qHTS; DNA dC->dU-editing enzyme APOBEC-3G (Homo sapiens), Q9HC16; HeLa A3G-eYFP + Vif (tagged APOBEC3G with the HIV-1 protein that degrades it), YFP fluorescence, overnight; Potency, µM (series often up to 46.1 µM), for inactives: at the top dose activity, negative = active, actives largely listed as inhibitors; 410,000 compounds, 0.076% hits; AID 602310, 2012;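 also: potency is read from the fitted curve at half-maximal effect; % is scaled to controls: 0 for no effect and ±100 for the full control effect; nearly all actives have a fitted effect of over 60% in size; hits raise eYFP signal because A3G escapes Vif-driven loss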
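Read-out is eYFP fluorescence (Ex 488/Em 500-530) from Vif-expressing HeLa A3G-eYFP cells; more signal means A3G escaped Vif-mediated degradation. Cells plated overnight, compound pinned in, incubated overnight at 37 deg C.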
rTrxR1 inhibitor: qHTS Assay for Inhibitors of Mammalian Selenoprotein Thioredoxin Reductase 1 (TrxR1): qHTS. Potency, µM (highest dose often 114 µM), for inactives: at the highest dose activity change, negative = inhibition, most hits filed as inhibitors. recombinant rTrxR1, NADPH fluorescence consumption, selenite substrate. 390,000 compounds, 1% hits; also: potency is read from the fitted curve at half-maximal effect; % is scaled to controls: 0 for no effect and ±100 for the full control effect; nearly all actives have a fitted effect of over 65% in size
Target sequence (O89049 whole entry, looked up): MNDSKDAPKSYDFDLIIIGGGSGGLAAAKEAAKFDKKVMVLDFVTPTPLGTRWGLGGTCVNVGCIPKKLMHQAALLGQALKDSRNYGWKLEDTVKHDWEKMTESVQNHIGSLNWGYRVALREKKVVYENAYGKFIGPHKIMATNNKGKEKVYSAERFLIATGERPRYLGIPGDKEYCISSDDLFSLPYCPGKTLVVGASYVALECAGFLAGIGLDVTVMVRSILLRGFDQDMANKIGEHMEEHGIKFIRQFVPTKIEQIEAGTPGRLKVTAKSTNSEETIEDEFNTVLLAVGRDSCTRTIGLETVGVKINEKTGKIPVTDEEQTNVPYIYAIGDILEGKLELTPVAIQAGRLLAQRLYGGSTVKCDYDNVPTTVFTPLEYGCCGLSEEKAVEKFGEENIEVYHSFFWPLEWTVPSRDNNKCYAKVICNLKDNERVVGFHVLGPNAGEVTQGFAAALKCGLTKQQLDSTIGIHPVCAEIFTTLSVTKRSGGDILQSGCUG
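Rat TrxR1 (90 nM in the dispensed reagent) was pre-reduced with 400 uM NADPH for 5 min at room temperature, then incubated with compound for 15 min. After 400 uM selenite was added, NADPH fluorescence (Ex 340/Em 450 nm) was followed for 8 min.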
TrxR1 substrate: qHTS Assay for Substrates of Mammalian Selenoprotein Thioredoxin Reductase 1 (TrxR1): qHTS | Potency, µM (series often up to 114 µM), for inactives: at the top dose activity change, negative = substrate turnover | AID 588456, 2011 | 390,000 compounds, 0.01% hits | purified TrxR1 substrate turnover, NADPH consumption readout; also: potency is read from the fitted curve at half-maximal effect; % is scaled to controls: 0 for no effect and ±100 for the full control effect; nearly all actives have a fitted effect of over 50% in size
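Rat TrxR1, dispensed at 90 nM, was prereduced with 400 uM NADPH (final) for 5 min at ~22 deg C, then incubated with compound 15 min before 400 uM selenite. A first-read NADPH fluorescence drop versus no-compound background flagged substrates.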
USP1 inh: Inhibitors of USP1/UAF1: Primary Screen; recombinant USP1/UAF1, Ub-Rhodamine cleavage fluorescence; Potency, µM (highest dose often 57.1 µM), for inactives: at the top dose activity change, negative = inhibition, actives largely listed as inhibitors; 390,000 compounds, 0.23% hits; AID 743255, 2014; also: potency is read from the fitted curve at half-maximal effect; % is scaled to controls: 0 for no effect and ±100 for the full control effect; nearly all actives have a fitted effect of over 60% in size; inactives centre near -12
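USP1/UAF1 complex at 1 nM was preincubated with compound for 15 min at room temperature, then Ub-Rho substrate (150nM final) was added. Fluorescence (480/540 nm) was read kinetically, 6 reads every 60 seconds.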
* hit, by the source's call; ? = inconclusive; · = no result given; & = joins results of further samples; [ ] = another dose, or the depositor's remark. Unless noted, calls follow the shape of the dose curve; as a rule, active = well fitted curve in the direction sought with a large enough effect; inconclusive = small, poorly fitted or top-dose-only effect, or another doubt; inactive = no such curve, though single readings can be large; an effect the other way counts as inactive or inconclusive. This is a subset, so the mix of outcomes need not match the whole.

SMILES | Glioma ERSR ind | LDHA block | RGS4 inhibitor | Vif-APOBEC3F blk | IDH1 R132H inh | Vif-APOBEC3G blk | rTrxR1 inhibitor | TrxR1 substrate | USP1 inh
CSc1ccccc1OCc1cc(C(=O)NCc2ccc(C)s2)no1 | 2% | -3 | 2% | -11% | 3% | 0% | -9% | -9% | -14%
COc1cccc(C(=O)COC(=O)CCC(=O)NC2CCCCC2)c1 | -1% | 0 | -4% | -4% | -8% | 2% | 27% | -1% | -8%
CCCN1C(=O)/C(=C/c2ccc(OCc3ccc(C(=O)O)cc3)c(OC)c2)NC1=S | -4% | -6 | -7% | -10% | 0% | 0% | -19% | -11% | -5%
CCOC(=O)Cc1csc(NC(=O)Nc2ccccc2)n1 | 4% | -6 | -7% | -6% | 2% | 4% | 10% | 9%[57.1 µM] | -16%
O=C(NC1CCCN(c2ccc(C(F)(F)F)cn2)C1)c1cc(Cl)ccc1F (stereo not drawn) | -4% | -6 | -47% | 9% | 7% | -12% | 6% | -2% | -18%
COCCN1CCN(Cc2nc(C3(c4ccc(C)cc4)CCCC3)no2)CC1 | -3% | -7 | 1% | 5% | -3% | 7% | 13% | 0% | -12%
COc1ccc(CNC(=O)C2(CC3CC(c4ccccc4)=NO3)CCN(C(=O)C3CCCC3)CC2)cc1 (stereo not drawn) | -4% | -3 | -3% | -3% | -3% | -11% | 0%[57.1 µM] | 4%[57.1 µM] | -18%
Cc1cccc(-n2ccc(=O)c(C(=O)Nc3ccc(S(=O)(=O)Nc4nccs4)cc3)n2)c1 | -5% | -4 | -2% | 2% | 6% | 1% | 15% | -2% | -26%
COc1ccc(C2NC(=S)NC(C)=C2C(=O)Nc2ccccn2)cc1 (stereo not drawn) | 7% | 0 | -24% | -9% | -5% | -16% | -15% | -9% | -14%
O=C(Nc1ccc(C(=O)N2CCCCC2)cc1)C1CCCCC1 | -1% | -2 | -6% | -6% | 6% | 0% | -4% | 1% | -8%
CCOC(=O)c1ccc(NC(=O)c2cc(S(=O)(=O)N3CCOCC3)cn2C)cc1 | -1% | -3 | -14% | -7% | 1% | -1% | 11%[57.1 µM] | 4%[57.1 µM] | -19%
COc1ccc(-c2nnc(SCC(=O)NC3CCCc4ccccc43)n2N)cc1 (stereo not drawn) | -3% | -7 | -28% | 11% | 1% | 3% | 5% | 6%[0.0914 µM] | -4%
CCOc1cc2[nH]c(=O)n(Cc3ccc(C(=O)NCCCN4CCCC4=O)cc3)c(=O)c2cc1OCC | -7% | -4 | -20% | 12% | 3% | 1% | 9%[57.1 µM] | 7%[57.1 µM] | 1%
Cc1ccc2cc(C)c(N3CCC(C)CC3)nc2c1 | 1% | -1 | -10% | -7% | 0% | -5% | 0% | -3% | -7%
O=c1c2ccccc2nnn1CSc1nnc(-c2ccco2)o1 | 3% | -5 | 42% | 5% | 4% | -1% | -3%[57.1 µM] | 9%[57.1 µM] | 4%
Cc1cc(NS(=O)(=O)c2ccc(NC(=O)c3ccc(Cl)cc3[N+](=O)[O-])cc2)no1 | -3% | -2 | 19% | -1% | 0% | -1% | -9% | -12% | -7%
CCOC(=O)c1c(NC(=O)CSc2nnc(N)s2)sc(C)c1-c1ccc(C)cc1 | -1% | 0 | -42% | 2% | -23% | 8% | -9% | -6% | -21%
Cc1[nH]n(-c2ccccc2)c(=S)c1C=Nc1ccc([N+](=O)[O-])cc1 | -4% | -6 | ? | -10% | 4% | -1% | ? | -14% | -7%
O=C(NCN1CCN(c2ccccc2F)CC1)c1ccccc1 | 0% | 0 | -10% | -3% | 5% | -3% | 0% | 1% | -20%
Cc1cccc(NC(=O)Cn2c(=O)n(CCCCCC(=O)NCc3ccccc3)c(=O)c3sccc32)c1 | · | -5 | ? | · | · | · | 4% | 0% | 14%
Cc1nnc(SCCC(=O)Nc2nc(-c3ccccc3)ns2)s1 | 2% | 0 | -9% | -1% | 1% | -2% | ? | -3% | -27%
CC(C)C(=O)Nc1ccccc1C(=O)N/N=C/c1ccc([N+](=O)[O-])cc1 | -4% | -16 | -4% | 4% | 13% | 3% | 26%[57.1 µM] | 3%[57.1 µM] | -17%
CCc1cccc(C)c1NC(=O)C(CC)n1ncn2c(cc3cc(C)ccc32)c1=O (stereo not drawn) | -3% | -1 | -20% | 7% | 13% | 8% | 14% | 17% | -25%
CCC(CC)C(=O)Nc1ccc(-c2cn3cccnc3n2)cc1 | -2%&8% | -3&1 | 3%&-3% | 13%&-17% | 3%&-6% | 0%&-1% | 79µM* | 765%[activator] | 6%&-19%
CCOC(=O)c1c(Nc2cc(C)cc(C)c2)nnc(-c2ccccc2)c1-c1ccccc1 | 0% | 7 | 3% | -1% | 6% | 1% | 7% | -2% | -27%

Arranged by value in rTrxR1 inhibitor (ascending): some entries from above
mol,LDHA block,RGS4 inhibitor,IDH1 R132H inh,Vif-APOBEC3G blk,rTrxR1 inhibitor,TrxR1 substrate,USP1 inh
Cc1ccc2cc(C)c(N3CCC(C)CC3)nc2c1,-1,-10%,0%,-5%,0%,-3%,-7%
COc1ccc(-c2nnc(SCC(=O)NC3CCCc4ccccc43)n2N)cc1 (stereo not drawn),-7,-28%,1%,3%,5%,6%[0.0914 µM],-4%
CCc1cccc(C)c1NC(=O)C(CC)n1ncn2c(cc3cc(C)ccc32)c1=O (stereo not drawn),-1,-20%,13%,8%,14%,17%,-25%

Look-ups from above.
Result of `Cc1nnc(SCCC(=O)Nc2nc(-c3ccccc3)ns2)s1` in LDHA block: 0
Result of `COCCN1CCN(Cc2nc(C3(c4ccc(C)cc4)CCCC3)no2)CC1` in Vif-APOBEC3G blk: 7%

Next section.
SMILES | Glioma ERSR ind | LDHA block | RGS4 inhibitor | Vif-APOBEC3F blk | IDH1 R132H inh | Vif-APOBEC3G blk | rTrxR1 inhibitor | TrxR1 substrate | USP1 inh
Cc1[nH]nc(-c2ccc(O)c(C)c2O)c1Oc1ccccc1 | 1% | -3 | 22% | 2% | -9% | -2% | 8% | -7%[57.1 µM] | -4%
Cc1ccc(-c2nc(CSCC(=O)N3CCCC3)c(C)o2)cc1 | 3% | 0 | -10% | -7% | 5% | 0% | -23% | 3% | -27%
COc1cccc(N2CCN(CC(=O)Nc3ccc(S(=O)(=O)N4CCCCCC4)cc3)CC2)c1 | 4% | -5 | 27% | 3% | 0% | -3% | -2% | -4% | -6%
COc1ccc(C2Nc3ccccc3NC3=C2C(=O)CC(C)(C)C3)cc1OC (stereo not drawn) | -3% | -2 | -16% | -13% | -5% | -7% | -1% | -2% | -6%
Cc1ccc(OCCC(=O)OCC(=O)Nc2ccc(F)cc2)cc1 | -4% | 1 | -8% | 1% | 3% | -7% | -19% | 0% | -4%
O=C(Nc1ccc(Cl)cc1C(F)(F)F)C(Sc1cccc[n+]1[O-])c1ccccc1 (stereo not drawn) | -5% | -6 | -48% | ? | -2% | 1% | 3%[57.1 µM] | 6% | -6%
CC(=O)c1ccc(N=Nc2ccc(C)cc2)cc1 | -7% | -7 | -4% | -3% | 1% | -2% | 9%[57.1 µM] | 0%[57.1 µM] | -25%
COCCSc1nc2c([nH]c3ccccc32)c(=O)n1-c1ccc(OC)c(OC)c1 | -5% | -4 | -19% | -3% | 9% | -9% | 11%[57.1 µM] | 1%[57.1 µM] | -32%
CCOC(=O)c1ccc(NC(=S)NCCCn2ccnc2)cc1 | -1% | -5 | -6% | 11% | -9% | -21% | ? | -9% | -3%
O=C(NCc1ccccc1)Nc1cccn(Cc2ccccc2F)c1=O | -1% | 0 | 10% | 5% | 3% | 3% | -8% | 9% | -7%
O=C(Cn1c(=O)nc(-c2ccccc2)c2ccccc21)NCc1ccccc1Cl | -1% | -25 | 26% | 1% | 0% | 9% | 21%[57.1 µM] | 8%[57.1 µM] | -22%
CC1CCCC(NC(=O)CNCc2ccccc2F)C1C (stereo not drawn) | -1% | -17 | -14% | -4% | 3% | 0% | -13%[57.1 µM] | 5% | -22%
O=C(O)c1ccccc1Sc1ncnc2sccc12 | -2% | -3 | -2% | 1% | -7% | -4% | -11% | 3% | -21%
COc1cc(NC(=O)c2ccc3c(=O)n(Cc4ccco4)c(=S)[nH]c3c2)cc(OC)c1OC | 1% | 1 | -48% | 1% | 3% | -12% | -19% | -7% | -23%
CC(CNC(=O)CCCn1ncn2c(cc3occc32)c1=O)c1ccccc1 (stereo not drawn) | -1% | 1 | 16% | -1% | -11% | -8% | 8% | -1% | -4%
CCc1cc(CNC(=O)CCc2nnc(CCCc3ccccc3)o2)on1 | 7% | -4 | 10% | -5% | 5% | -3% | 21% | 8% | -19%
